Assay outcomes as filed in PubChem.
DNMT1 inh: DNMT1 (human) enzyme inhibition; AID 588458; P26358; inhibition (reported as % activation of signal), % at 10 µM; 360,000 tested, 0.83% active; DNMT1 molecular beacon, Hinp1I cleavage, fluorescence; in the data active means inhibition above about 50%
SUMO1-SIM PPI: modulators of human SUMO1-mediated protein-protein interactions; inhibition, % at 20 µM; SUMO1 binding to a labelled peptide, TR-FRET, 1 h; P63165; AID 602429; 360,000 tested, 0.33% active; in the data active means inhibition above about 37%
Tb MetRS inh: blocks T. brucei methionyl-tRNA synthetase activity; purified T. brucei MetRS, ATP depletion, Kinase-Glo luminescence; inhibition, % at 11.9 µM; 360,000 tested, 0.4% active;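 active means inhibition above a per-plate cutoff of the control wells' mean inhibition plus 3 SD, cut at about 5.5% in these data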;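 further: 0% = DMSO wells median and 100% = median of wells with control inhibitor compound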
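System: purified T. brucei MetRS enzyme / Detection: Kinase-Glo luciferase luminescence reporting remaining unconsumed ATP / Medium: HEPES buffer with MgCl2, KCl, DTT, spermine, BSA, pyrophosphatase / Replication: singlicate, one well per compound / Evaluation: percent inhibition relative to median high and low control wells / Schedule: 2 h aminoacylation at 25 °C after 15 min preincubation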
Scp-1 inhibitor: blocks human Scp-1 phosphatase activity; Q9GZU7; Recombinant Scp1, phosphopeptide, malachite green phosphate absorbance; inhibition, % at 20 µM; 340,000 tested, 0.88% active; AID 493091;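 active means inhibition above about 50% at 20 µM, limit read from the data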;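 further: plate controls were DMSO wells with enzyme for no effect and wells lacking enzyme for full effect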
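Test system: SCP-1 phosphatase catalytic domain, residues 76-261 | Compound dosing: One concentration, 20 µM, with 1.0% DMSO | Schedule: 45 min room-temperature reaction, 5 min colour, 30 min stabiliser | Detection: Absorbance at 630 nm | Read-out basis: % inhibition of SCP-1 phosphate liberation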
NadD block: inhibitors of Staphylococcus aureus NadD; purified NadD enzyme, colorimetric absorbance read-out; inhibition, % at 20 µM; 360,000 tested, 0.78% active; AID 602399; in the data active means inhibition above about 26%; further: some compounds past the cut are filed as inactive
Rpn11 inh: inhibitors of human proteasome Rpn11; O00487; human 26S proteasome, Ub4-pepOG fluorescence polarization; 20S core pre-blocked with epoxomicin; calls only at 20 µM; 360,000 tested, 0.59% active;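 active means inhibition at 20 µM, scaled to each plate's controls, above about 33%, limit read from the data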
MsrA inhibitor: inhibits bovine methionine sulfoxide reductase A; purified bovine MsrA, absorbance read-out; inhibition, % at 15.5 µM; 360,000 tested, 0.75% active; in the data active means inhibition above about 4.5%;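 further: 0% = vehicle wells with enzyme and 100% = reference inhibitor wells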
LMPTP block: LMPTP (human) inhibition. P24666. AID 651560. recombinant LMPTP-A, OMFP fluorogenic substrate, fluorescence intensity. 360,000 tested, 0.22% active. inhibition, % at 20 µM;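 active means compounds that cut the enzyme signal by at least half of the control window in the single-dose screen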;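 further: plate controls were DMSO wells with enzyme plus substrate for no effect and substrate without enzyme for full effect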
Target sequence (P24666 whole entry, looked up): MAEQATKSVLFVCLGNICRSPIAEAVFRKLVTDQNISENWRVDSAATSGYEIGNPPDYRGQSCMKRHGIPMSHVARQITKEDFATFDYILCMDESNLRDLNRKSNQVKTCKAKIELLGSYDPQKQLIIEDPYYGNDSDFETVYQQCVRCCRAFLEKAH
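material = LMPTP-A | quantity = 0.625 nM enzyme | reagent = OMFP substrate, 400 µM final | buffer or medium = Bis-Tris pH 6.0, DTT, detergent | detection = endpoint fluorescence intensity from OMFP dephosphorylation | dosing = single 20 µM dose | read-out basis = % inhibition relative to no-enzyme and uninhibited control wells | control set = no-enzyme and uninhibited controls | timing = 50 min at room temperature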
STEP inh: inhibitors of human striatal-enriched phosphatase STEP; P54829; recombinant STEP, OMFP fluorogenic substrate, fluorescence; inhibition, % at 20 µM; 360,000 tested, 0.25% active; AID 588621;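 active means inhibition at 20 µM, scaled per plate between control wells, above about 37%, limit read from the data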;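 further: 0% = DMSO with enzyme and substrate and 100% = substrate only without enzyme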
Target sequence (P54829 whole entry, looked up): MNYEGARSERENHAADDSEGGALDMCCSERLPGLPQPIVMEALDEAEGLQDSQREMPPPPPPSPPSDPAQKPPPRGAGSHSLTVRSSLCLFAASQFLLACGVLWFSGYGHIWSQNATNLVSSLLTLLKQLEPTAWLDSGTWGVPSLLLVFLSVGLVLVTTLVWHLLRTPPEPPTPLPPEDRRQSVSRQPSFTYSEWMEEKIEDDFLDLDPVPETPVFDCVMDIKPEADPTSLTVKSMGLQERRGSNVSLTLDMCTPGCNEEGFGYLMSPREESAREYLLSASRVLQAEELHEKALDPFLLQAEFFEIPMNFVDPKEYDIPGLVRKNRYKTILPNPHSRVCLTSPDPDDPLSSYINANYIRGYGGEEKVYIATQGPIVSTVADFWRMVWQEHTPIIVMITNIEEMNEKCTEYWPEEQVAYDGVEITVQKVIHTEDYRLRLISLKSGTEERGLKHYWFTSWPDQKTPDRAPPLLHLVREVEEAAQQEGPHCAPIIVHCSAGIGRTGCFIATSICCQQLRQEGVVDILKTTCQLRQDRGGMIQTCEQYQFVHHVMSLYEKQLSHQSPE
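System: STEP (striatal-enriched tyrosine phosphatase) enzyme, cell-free; medium: Bis-Tris pH 6.0 buffer with DTT, detergent; dosing: 20 µM, 1% DMSO; times: reaction 20 min, ambient temperature; detection: fluorescence, 480/540 nm; read-out basis: normalized % inhibition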
CSN deneddyl inh: CSN deneddylation inhibition | Purified CSN, SCF-Nedd8-OG deneddylation, fluorescence polarization | inhibition, % at 12.5 µM | 360,000 tested, 0.38% active | AID 651999;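 active means pattern-corrected inhibition above about 35%, with an unprinted fluorescence ratio check between 0.5 and 1.5, limit read from the data, passing the limit was not always enough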;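 further: 0% = enzyme with substrate and 100% = substrate without enzyme; some results filed as inactive read as strong as hits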
Target sequence (Q92905 whole entry, looked up, one chain of several): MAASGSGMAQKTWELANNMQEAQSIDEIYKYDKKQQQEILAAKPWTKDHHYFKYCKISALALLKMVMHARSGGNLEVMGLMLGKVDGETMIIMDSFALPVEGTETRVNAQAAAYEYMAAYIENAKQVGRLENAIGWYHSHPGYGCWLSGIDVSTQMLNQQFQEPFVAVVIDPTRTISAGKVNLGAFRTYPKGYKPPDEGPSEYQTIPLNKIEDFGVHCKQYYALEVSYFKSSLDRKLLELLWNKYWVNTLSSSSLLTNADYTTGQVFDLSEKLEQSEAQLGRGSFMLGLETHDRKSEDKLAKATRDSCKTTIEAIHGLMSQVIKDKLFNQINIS
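Assay system: HEK293T-derived human Csn5 enzyme; quantity: 0.24 nM enzyme; medium: Tris/NaCl/DTT buffer, pH 7.5; also added: substrate SCFSkp2-Nedd8OG, 10 nM; doses: 12.5 µM compound; schedule: 90 min reaction at room temperature; signal: FP; read-out: % inhibition of substrate cleavage by Csn5; benchmarks: substrate-only high control, full reaction low control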
* marks the source's active call; other numbers are inactive results.

CC1CCc2cc(F)ccc2N1C(=O)c1ccc2c(c1)OCO2 (configuration not stated) was read as DNMT1 inh 1.2, SUMO1-SIM PPI -2.9, Tb MetRS inh -2.7, Scp-1 inhibitor 8.1, NadD block 2.2, Rpn11 inh inactive, MsrA inhibitor 0.9, LMPTP block 0.4, STEP inh -1.6 and CSN deneddyl inh 1.5.
CC(C)NC(=O)N(O)C1N(C(C)C)C(=O)N(Cc2ccc3c(c2)OCO3)C1(C)C (configuration not stated) was read as DNMT1 inh 1.9, SUMO1-SIM PPI 0.1, Tb MetRS inh -0.1, Scp-1 inhibitor -10.5, NadD block 0.9, Rpn11 inh inactive, MsrA inhibitor -1.1, LMPTP block -1.7, STEP inh 1.1 and CSN deneddyl inh 3.9.
`CCN1CCN(CC(O)COC(c2ccccc2)c2ccccc2)CC1` (configuration not stated) gave DNMT1 inh 0.1, SUMO1-SIM PPI 3.8, Tb MetRS inh -0.3, Scp-1 inhibitor -1.9, NadD block -3.0, Rpn11 inh inactive, MsrA inhibitor 1.4, LMPTP block -0.8, STEP inh -3.2 and CSN deneddyl inh -7.7.
Screening COc1ccc(Cl)cc1NC(=O)CN(C)C(=O)c1cc2c(s1)CCCC2 returned DNMT1 inh -2.1, SUMO1-SIM PPI -4.7, Tb MetRS inh -0.8, Scp-1 inhibitor -2.0, NadD block -8.3, Rpn11 inh inactive, MsrA inhibitor 0.3, LMPTP block 2.5, STEP inh 2.4 and CSN deneddyl inh 0.8.
Screening O=C(O)CSc1nnc(Nc2ccccc2)n1-c1ccccc1 returned DNMT1 inh 1.9, SUMO1-SIM PPI 4.4, Tb MetRS inh 0.4, Scp-1 inhibitor -9.0, NadD block 6.2, Rpn11 inh inactive, MsrA inhibitor 0.2, LMPTP block 0.7, STEP inh 3.8 and CSN deneddyl inh -3.6.
COc1ccc(Cl)cc1NC(=O)C/C(C)=N/NC(=O)COc1ccc(C)cc1 was read as DNMT1 inh -6.0, SUMO1-SIM PPI -2.7, Tb MetRS inh -0.2, Scp-1 inhibitor -4.7, NadD block -4.7, Rpn11 inh inactive, MsrA inhibitor 0.4, LMPTP block 0.9, STEP inh -1.5 and CSN deneddyl inh 3.6.
CCC(CC)C(=O)Nc1cc(=O)n(C)c(=O)n1C was read as DNMT1 inh 1.0, SUMO1-SIM PPI 1.3, Tb MetRS inh -0.4, Scp-1 inhibitor -12.2, NadD block 4.6, Rpn11 inh inactive, MsrA inhibitor -0.3, LMPTP block 0.0, STEP inh 2.0 and CSN deneddyl inh 5.0.
`Cn1c(CO)cnc1S(=O)(=O)Cc1c(Cl)cccc1Cl` gave DNMT1 inh 3.4, SUMO1-SIM PPI 5.4, Tb MetRS inh -0.6, Scp-1 inhibitor -1.6, NadD block -3.6, Rpn11 inh inactive, MsrA inhibitor -0.2, LMPTP block -1.9, STEP inh -0.7 and CSN deneddyl inh 0.1.
Screening CCN(CC(=O)Nc1c(F)cccc1F)C(=O)CN1c2cccc3cccc(c23)S1(=O)=O returned DNMT1 inh -5.9, SUMO1-SIM PPI -16.7, Tb MetRS inh -0.4, Scp-1 inhibitor -4.9, NadD block -1.9, Rpn11 inh inactive, MsrA inhibitor -0.5, LMPTP block -6.1, STEP inh 1.8 and CSN deneddyl inh -2.4.
O=C(O)C(CCC(C(=O)O)c1ccccc1)c1ccccc1 (configuration not stated) was read as DNMT1 inh 3.4, SUMO1-SIM PPI 1.5, Tb MetRS inh -0.2, Scp-1 inhibitor -7.7, NadD block 0.0, Rpn11 inh inactive, MsrA inhibitor 1.1, LMPTP block -1.2, STEP inh 0.3 and CSN deneddyl inh -2.6.
`COc1ccccc1NC(=S)N1CCN(c2ncccn2)CC1` gave DNMT1 inh 1.2, SUMO1-SIM PPI 2.6, Tb MetRS inh -1.0, Scp-1 inhibitor -1.1, NadD block -7.7, Rpn11 inh inactive, MsrA inhibitor 1.9, LMPTP block 0.6, STEP inh 12.0 and CSN deneddyl inh 0.3.
Screening Cc1ccc(CSc2nnnn2C)cc1 returned DNMT1 inh 4.8, SUMO1-SIM PPI 5.5, Tb MetRS inh -1.8, Scp-1 inhibitor 31.4, NadD block -1.0, Rpn11 inh inactive, MsrA inhibitor -0.7, LMPTP block -0.9, STEP inh -1.4 and CSN deneddyl inh 0.7.
NC(=O)C1(N2CCCCC2)CCN(C(=O)c2ccc(C#CC3(O)CCCCC3)cc2)CC1 was read as DNMT1 inh -1.9, SUMO1-SIM PPI 4.9, Tb MetRS inh -1.5, Scp-1 inhibitor -7.0, NadD block -3.3, Rpn11 inh inactive, MsrA inhibitor 0.3, LMPTP block -0.9, STEP inh -1.6 and CSN deneddyl inh -3.1.
For CCn1cc(C(=O)NCc2cccc(F)c2)c(=O)c2cc(F)c(N3CCN(C(=O)c4ccco4)CC3)cc21 the results were DNMT1 inh -11.1, SUMO1-SIM PPI 5.2, Tb MetRS inh -0.6, Scp-1 inhibitor 3.0, NadD block 3.4, Rpn11 inh inactive, MsrA inhibitor 1.4, LMPTP block 8.9, STEP inh 2.0 and CSN deneddyl inh 0.7.
COc1ccc(CCCc2nnc(SCc3nc4ccccc4c(=O)[nH]3)n2C)cc1 was read as DNMT1 inh 1.4, SUMO1-SIM PPI -4.4, Tb MetRS inh 0.6, Scp-1 inhibitor -0.3, NadD block -1.6, Rpn11 inh inactive, MsrA inhibitor 2.3, LMPTP block -0.8, STEP inh -1.5 and CSN deneddyl inh -0.5.
For Nc1nnc(SCc2ccccc2Cl)s1 the results were DNMT1 inh 5.7, SUMO1-SIM PPI 5.9, Tb MetRS inh -0.4, Scp-1 inhibitor 0.5, NadD block -3.5, Rpn11 inh inactive, LMPTP block -0.8, STEP inh -4.3 and CSN deneddyl inh -5.2.
For CCCCOC(=O)C(C)c1c(C)[nH]c(=S)[nH]c1=O (configuration not stated) the results were DNMT1 inh 2.8, SUMO1-SIM PPI -0.7, Tb MetRS inh 0.0, Scp-1 inhibitor -5.6, NadD block 1.0, Rpn11 inh inactive, MsrA inhibitor -0.4, LMPTP block -1.4, STEP inh 0.1 and CSN deneddyl inh -3.0.
COc1ccc(OC)c(NC(=O)C2CC(C)=C(C)CC2C(=O)O)c1 (configuration not stated) was read as DNMT1 inh -2.2, SUMO1-SIM PPI 0.5, Tb MetRS inh 0.0, Scp-1 inhibitor 1.4, NadD block -5.0, Rpn11 inh inactive, MsrA inhibitor 1.0, LMPTP block -0.7, STEP inh 0.1 and CSN deneddyl inh 1.1.
`Cc1ccc(OCc2cc(C(=O)N(C)CCc3ccccn3)no2)cc1C` gave DNMT1 inh -3.7, SUMO1-SIM PPI 1.6, Tb MetRS inh -0.2, Scp-1 inhibitor -3.4, NadD block 2.5, Rpn11 inh inactive, MsrA inhibitor -0.2, LMPTP block 0.9, STEP inh -1.5 and CSN deneddyl inh 7.0.
`COc1ccc(CC2(C)OC(c3ccccc3)=NN2C(C)=O)cc1` (configuration not stated) gave DNMT1 inh 3.4, SUMO1-SIM PPI -0.5, Tb MetRS inh -0.2, Scp-1 inhibitor -7.8, NadD block -6.6, Rpn11 inh inactive, MsrA inhibitor 0.8, LMPTP block -0.8, STEP inh 1.5 and CSN deneddyl inh -6.4.
COC(=O)/C(C#N)=C/c1c(-c2ccccc2)nc2n1CCS2 was read as DNMT1 inh 0.3, SUMO1-SIM PPI -25.9, Tb MetRS inh -0.3, Scp-1 inhibitor 0.9, NadD block 0.6, Rpn11 inh inactive, MsrA inhibitor 0.8, LMPTP block -0.4, STEP inh -1.6 and CSN deneddyl inh -1.8.
For COc1ccc(NS(=O)(=O)c2ccc(C)c(C(=O)NNC(=O)c3ccccc3O)c2)cc1 the results were DNMT1 inh -0.8, SUMO1-SIM PPI 4.2, Tb MetRS inh -0.4, Scp-1 inhibitor -16.6, NadD block -0.1, Rpn11 inh inactive, MsrA inhibitor 2.0, LMPTP block 0.1, STEP inh -2.4 and CSN deneddyl inh 3.0.
`COc1ccccc1-n1cnnc1SCC(=O)Nc1cccc(S(N)(=O)=O)c1` gave DNMT1 inh -0.8, SUMO1-SIM PPI -2.7, Tb MetRS inh 0.2, Scp-1 inhibitor -2.0, NadD block -10.4, Rpn11 inh inactive, MsrA inhibitor -1.3, LMPTP block -0.8, STEP inh 0.2 and CSN deneddyl inh 2.2.
COc1ccc(NC(=O)NCCN2CCc3ccccc3C2)cc1 was read as DNMT1 inh -7.4, SUMO1-SIM PPI -7.5, Tb MetRS inh -0.1, Scp-1 inhibitor -3.6, NadD block -2.6, Rpn11 inh inactive, MsrA inhibitor -0.4, LMPTP block -1.1, STEP inh 0.2 and CSN deneddyl inh 1.6.
`CCC(C)(C)NC(=O)C(c1ccco1)N(C(=O)Cn1nnc2ccccc21)c1ccc2c(c1)OCO2` (configuration not stated) gave DNMT1 inh 2.8, SUMO1-SIM PPI 2.7, Tb MetRS inh -0.7, Scp-1 inhibitor -5.7, NadD block -0.3, Rpn11 inh inactive, MsrA inhibitor 0.0, LMPTP block -1.0, STEP inh -3.2 and CSN deneddyl inh 4.0.
For O=C1C=CC(=O)N1c1ccc2c(c1)C(NC(=O)C(F)(F)F)c1ccccc1-2 (configuration not stated) the results were DNMT1 inh -12.3, SUMO1-SIM PPI 4.3, Tb MetRS inh -0.3, Scp-1 inhibitor 2.6, NadD block 2.5, Rpn11 inh inactive, MsrA inhibitor 2.3, LMPTP block -2.4, STEP inh -1.8 and CSN deneddyl inh 1.5.
CCC(OCC(O)CN1CCCCC1)c1ccccc1 (configuration not stated) was read as DNMT1 inh -1.4, SUMO1-SIM PPI -0.9, Tb MetRS inh -0.1, Scp-1 inhibitor -2.0, NadD block -1.4, Rpn11 inh inactive, MsrA inhibitor 1.5, LMPTP block -0.8, STEP inh -5.8 and CSN deneddyl inh 3.0.
For O=C(COc1ccccc1)Nc1nnc(S(=O)(=O)N2CCCC2)s1 the results were DNMT1 inh 7.5, SUMO1-SIM PPI 9.7, Tb MetRS inh -0.1, Scp-1 inhibitor 12.7, NadD block 3.4, Rpn11 inh inactive, MsrA inhibitor -0.3, LMPTP block 2.6, STEP inh -0.9 and CSN deneddyl inh -2.4.
